HKDC1 inh = HKDC1 hexokinase inhibitors, primary screen, biochemical, fluorescence, uHTS; Q2TB90; recombinant HKDC1, G6PDH/diaphorase resazurin coupled fluorescence; 340,000 tested, 0.16% active; inhibition, % at 20 µM;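 active means inhibition above about 35% when tested at 20 µM, limit read from the data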;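 further: plate controls were DMSO wells with enzyme for no effect and DMSO wells lacking enzyme for full effect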
Target sequence (Q2TB90 whole entry, looked up): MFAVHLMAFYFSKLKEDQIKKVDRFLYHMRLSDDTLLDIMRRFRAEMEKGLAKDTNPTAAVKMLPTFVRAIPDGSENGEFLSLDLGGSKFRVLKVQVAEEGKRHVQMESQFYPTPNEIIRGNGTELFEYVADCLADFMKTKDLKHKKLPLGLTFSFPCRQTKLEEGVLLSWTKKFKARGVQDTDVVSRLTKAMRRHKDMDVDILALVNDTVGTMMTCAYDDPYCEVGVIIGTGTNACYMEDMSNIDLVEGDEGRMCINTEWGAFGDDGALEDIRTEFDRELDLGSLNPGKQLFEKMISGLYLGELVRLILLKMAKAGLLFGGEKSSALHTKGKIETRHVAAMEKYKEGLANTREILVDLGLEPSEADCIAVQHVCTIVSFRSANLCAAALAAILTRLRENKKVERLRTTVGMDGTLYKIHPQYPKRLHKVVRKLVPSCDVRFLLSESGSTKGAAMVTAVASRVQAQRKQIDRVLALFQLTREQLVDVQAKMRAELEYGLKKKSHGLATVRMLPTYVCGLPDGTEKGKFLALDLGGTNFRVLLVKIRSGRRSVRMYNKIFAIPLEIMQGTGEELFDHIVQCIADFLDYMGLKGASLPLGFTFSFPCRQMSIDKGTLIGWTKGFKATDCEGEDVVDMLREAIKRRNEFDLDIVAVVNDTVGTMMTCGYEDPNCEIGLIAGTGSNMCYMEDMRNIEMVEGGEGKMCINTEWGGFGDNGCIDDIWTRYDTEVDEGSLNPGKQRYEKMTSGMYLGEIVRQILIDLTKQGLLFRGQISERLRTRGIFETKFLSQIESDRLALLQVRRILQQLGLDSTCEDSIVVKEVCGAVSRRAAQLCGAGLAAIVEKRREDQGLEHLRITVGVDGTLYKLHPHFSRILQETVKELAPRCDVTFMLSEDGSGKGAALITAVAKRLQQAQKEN
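test system = in-house recombinant HK5 (HKDC1) enzyme | amount = HKDC1 at 5 µg/mL | control set = DMSO-enzyme wells negative, buffer-substituted wells positive | compound = one dose of 20 µM, 1% DMSO | schedule = reaction time 90 min, room temperature, protected from light | technique = resorufin fluorescence at 613 nm | reagent = glucose with 1 mM ATP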
Apaf-1 inh = inhibitors of human Apaf-1 apoptosome, primary screen, biochemical, DEVD-Rh110 fluorescence, uHTS; Apoptotic protease-activating factor 1 (Homo sapiens), O14727; inhibition, % at 20 µM; AID 489030, 2010; reconstituted apoptosome caspase-3 activity; 330,000 tested, 0.71% active; active means inhibition of at least 40% at 20 µM;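 further: plate controls were DMSO wells for no effect and DEVD-CHO caspase inhibitor wells for full effect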
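Medium: Hepes buffer, pH 7.5 / System: biochemical Apaf-1 apoptosome reconstitution / Measured by: Rh110 fluorescence, excitation 480 nm, emission 540 nm / Times: compound with Apaf-1, dATP, procaspase-3 30 min, then 50 min reaction, room temperature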
SENP1 inh = human SENP1 catalytic domain inhibitors, primary screen, biochemical, FRET, uHTS. Sentrin-specific protease 1 (Homo sapiens), Q9P0U3. recombinant SENP1 catalytic domain, CyPet-SUMO1-YPet FRET cleavage. inhibition, % at 10 µM. 360,000 tested, 0.21% active. AID 624204, 2012;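 active means inhibition at least 30% at 10 µM, raw YFP signal under a set limit, fluorescence ratio 0.5 to 1.5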;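 further: 0% = enzyme with DMSO and 100% = no enzyme wells; some results filed as inactive read as strong as hits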
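Material: hSENP1 catalytic domain, recombinant; medium: Tris pH 8 with BME, BSA, NP40 and catalase; compound: single concentration of 10 µM compound, 0.5% DMSO final; technique: FRET read of cyan and yellow fluorescence; timing: 50 min enzyme reaction, room temperature, light-protected; reagent: SFCypet-SUMO1-SFYpet substrate at 25 nM; control set: no-enzyme low, enzyme-DMSO high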
PfGluPho inh = PfG6PD enzyme inhibitors, primary screen, biochemical, fluorescence intensity, uHTS; PfGluPho enzyme, NADPH resazurin-diaphorase fluorescence; AID 504690, 2011; inhibition, % at 20 µM; 350,000 tested, 0.78% active; glucose-6-phosphate dehydrogenase-6-phosphogluconolactonase (Plasmodium falciparum 3D7);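 active means inhibition reaching at least a set limit at 20 µM in the primary screen, cut at about 59% in these data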;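 further: 0% = DMSO wells with substrate and 100% = DMSO wells lacking glucose-6-phosphate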
SENP8 block-1 = human SENP8 protease inhibitors, primary screen, biochemical, fluorescence, Nedd8 protein substrate, uHTS; Sentrin-specific protease 8 (Homo sapiens), Q96LD8; recombinant SENP8; inhibition, % at 20 µM; 360,000 tested, 0.64% active; AID 602440, 2012; in the data active means inhibition mostly above about 40%, no sharp cut-off; inactive means mostly below about 27%
SENP6 inh = SENP6 protease inhibitors, primary screen, biochemical, luminescence, uHTS; Recombinant SENP6 catalytic domain, aminoluciferin luminescence; AID 2599, 2010; inhibition, % at 10 µM; 330,000 tested, 1.8% active;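 active means inhibition above about 50% at the single tested dose, limit read from the data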;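 further: plate controls were DMSO wells with enzyme for no effect and DMSO wells lacking enzyme for full effect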
NLRP3 yeast inh = NALP3 inflammasome inhibitors in reconstituted yeast, primary screen, luminescence, uHTS. Yeast reconstituted NLRP3/ASC/caspase-1, beta-gal luminescence, 24 h. inhibition, % at 10 µM. 330,000 tested, 0.39% active. AID 2825, 2010;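 active means inhibition of 50% or more; inactive means inhibition below 50%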;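 further: plate controls were induced DMSO wells for no effect and uninduced yeast grown without galactose for full effect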
SENP7 block = SENP7 protease inhibitors, primary screen, biochemical, luminescence, uHTS; Sentrin-specific protease 7 (Homo sapiens), Q9BQF6; recombinant SENP7, Z-RLRGG-aminoluciferin luminescence, 40 min; inhibition, % at 5 µM; 330,000 tested, 1.5% active;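 active means inhibition above about 50% at the single test dose, limit read from the data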;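 further: plate controls were DMSO with enzyme for no effect and no enzyme buffer wells for full effect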
SENP8 block-2 = SENP8 protease inhibitors, primary screen, biochemical, luminescence; Sentrin-specific protease 8 (Homo sapiens), Q96LD8; purified SENP8, Z-RLRGG-aminoluciferin cleavage; inhibition, % at 10 µM; 330,000 tested, 1.2% active; AID 2540, 2010; in the data active means inhibition above about 50%
Numbers without * were called inactive; x = not tested or not shown.

SMILES	HKDC1 inh	Apaf-1 inh	SENP1 inh	PfGluPho inh	SENP8 block-1	SENP6 inh	NLRP3 yeast inh	SENP7 block	SENP8 block-2
O=C(c1ccccc1)c1nc2ccccc2[nH]c1=O	-13	-14	1	-3	8	-2	10	-2	1
COc1ccc(CN(C)S(=O)(=O)c2c(C)noc2C)cc1OC	-2	8	1	-2	24	-5	18	13	3
COc1ccc(C2NS(=O)(=O)OCC2C)cc1 (stereo not drawn)	2	5	-1	-12	3	-9	-5	8	3
Cc1c(Cl)cnc(NC(=O)COC(=O)c2ccc(S(=O)(=O)NCc3ccco3)cc2)c1Cl	5	19	-7	52	-25	-12	5	6	-5
CCOc1ccc(NCC(=O)Nc2ccc(C)cc2C)cc1	-4	0	0	14	28	-9	13	3	-4
CSCC[C@H](NC(=O)OC(C)(C)C)C(=O)NCC1CCC(C(=O)N[C@@H](Cc2ccccc2)C(=O)O)CC1 (stereo partly drawn)	4	9	1	8	20	3	16	-5	0
Cc1cccc(C(C)C)c1NC(=O)C1CN(S(=O)(=O)c2ccccc2)CCN1S(=O)(=O)c1ccccc1 (stereo not drawn)	11	5	1	0	9	14	1	3	-2
COc1ccc(C2SCC(=O)N2c2nc3ccccc3s2)cc1 (stereo not drawn)	-4	5	1	6	1	1	19	5	6
Cc1cc(NC(=O)C(C)SCC(=O)Nc2ccccc2C(C)(C)C)no1 (stereo not drawn)	2	0	2	1	0	5	10	-2	2
COc1ccc2[nH]c(=O)c(C3c4cc(OC)c(OC)cc4CCN3C(=O)c3ccco3)cc2c1 (stereo not drawn)	-3	4	-2	8	-258	-8	16	-8	-4
O=c1c2ccccc2[nH]c(=S)n1CCCN1CCC(Cc2ccccc2)CC1	0	9	0	18	14	6	36	1	-5
CCCc1[nH]nc2c1C(c1ccc(OC)c(Cn3nnc4ccccc43)c1)C(C#N)=C(N)O2 (stereo not drawn)	2	16	1	-19	-53	-2	-5	-6	-2
CC(C)CNc1nnnc2c1sc1nc(N3CCOCC3)c3c(c12)CC(C)(C)SC3	18	21	-31	17	-142	-16	8	-2	0
O=C(Nc1nnc(C2CC2)s1)C1CC(=O)N(c2ccc3c(c2)OCCO3)C1 (stereo not drawn)	-5	-9	-2	17	2	-4	-1	-9	-9
Cc1ccc(C)c(N(C)C(=O)COc2cc(=O)n(C)c3ccccc23)c1	-9	2	0	18	8	5	1	-3	5
O=C(COC(=O)c1ccccc1Sc1ccc(C(F)(F)F)cc1[N+](=O)[O-])NC(=O)NC1CCCC1	-5	40*	2	19	22	-15	11	3	0
CC(C)=C(NC(=O)c1ccccc1)C(=O)N1CCOCC1	-4	-13	2	-10	8	-9	4	-9	-9
CCCN1CCN(C(=O)c2ccc3nc(CC)c(CC)nc3c2)CC1	-4	0	4	-10	18	2	0	-2	9
COc1ccccc1N=CC=C1OC(C)(C)C(C)(C)O1	-4	-4	-31	7	-231	12	-9	-1	-1
CCOC(=O)CN1CCc2c(C)nc3c(-c4ccc(OC)c(OC)c4)cnn3c21	9	7	-4	22	-98	-7	20	4	-5
CCCN1CCC(Oc2cccc(C(=O)NCCc3ccccc3)c2)CC1	-2	1	2	-2	10	-15	4	-12	-8
CCOCCn1c(N2CCCC2)nc2c1c(=O)n(C)c(=O)n2C	-3	-18	1	-5	11	10	8	-2	3
O=C(N/N=C/c1cccnc1)c1[nH]ncc1Br	0	10	3	-2	-1	-9	21	26	1
CCCCCN(C(=O)CCC(=O)OCC(=O)N(CC)c1ccccc1)c1c(N)n(CCCC)c(=O)[nH]c1=O	-4	7	0	-16	8	-3	19	-7	6
COc1ccc(N(CC(=O)NC2CCCCC2)C(=O)CCC(=O)Nc2nc(C)cs2)cc1	-3	9	3	7	10	-19	15	-4	7
COC(=O)CN(c1ccccc1)S(=O)(=O)c1cc(Br)ccc1OC	-1	2	2	23	18	-28	25	0	-4
O=C(Cn1nc(-c2ccccc2Cl)ccc1=O)Nc1ccccc1-c1ccccc1	3	56*	1	-7	12	-14	8	4	-5
COc1ccc(C(=O)C2CCCN(S(=O)(=O)c3ccc(C(C)=O)cc3)C2)c(C)c1 (stereo not drawn)	0	14	0	13	5	-13	-4	0	-3
C=CCNC(=O)/C=C/c1c(F)cccc1Cl	-4	11	-15	-17	2	-12	23	-12	-12
Cc1cc(N2CCOCC2)n2nc(C)c(-c3ccccc3)c2n1	-3	8	1	-15	-220	-5	12	1	-10
CCc1cccc2c(C(=O)CN3C(=O)NC4(CCCCC4)C3=O)c[nH]c12	-6	-2	3	4	-4	-2	7	2	10
CCC(=O)Nc1ccc(C(=O)N/N=C/c2ccc([N+](=O)[O-])cc2)cc1	5	-6	-5	-6	14	15	11	1	6
CCOC(=O)C(NC(=O)CC)(Nc1cc(C)on1)C(F)(F)F (stereo not drawn)	8	-6	-2	-1	10	-12	1	-4	4
CCOc1ccccc1NC(=O)/C=C/c1ccccc1[N+](=O)[O-]	-7	11	4	18	11	20	23	19	-4
COc1ccc(NC(=S)N/N=C/c2cccn2Cc2ccccc2F)cc1	1	15	2	-3	3	-11	-5	10	3
Cc1ccc([N+](=O)[O-])cc1NC(=O)Cc1ccc(F)cc1	-3	-1	2	4	6	-28	-4	-7	-1

4 compounds from above, reduced to SENP6 inh and SENP8 block-1.
Structure | SENP6 inh | SENP8 block-1
CCC(=O)Nc1ccc(C(=O)N/N=C/c2ccc([N+](=O)[O-])cc2)cc1 | 15 | 14
CCOC(=O)C(NC(=O)CC)(Nc1cc(C)on1)C(F)(F)F (stereo not drawn) | -12 | 10
CCOc1ccccc1NC(=O)/C=C/c1ccccc1[N+](=O)[O-] | 20 | 11
COc1ccc(NC(=S)N/N=C/c2cccn2Cc2ccccc2F)cc1 | -11 | 3

The listing continues:
SMILES	HKDC1 inh	Apaf-1 inh	SENP1 inh	PfGluPho inh	SENP8 block-1	SENP6 inh	NLRP3 yeast inh	SENP7 block	SENP8 block-2
Nn1cnc2sc3c(c2c1=O)CCC3	-2	-19	0	2	20	-9	10	-7	2
COc1ccc(CCN(C)C(=O)Cc2ccc(-c3ccccc3)cc2)cc1OC	3	24	0	-10	-13	-25	9	-3	-8
O=C(NC1CCCCC1)C(c1ccncc1)N(CC1CCCO1)C(=O)C(F)(F)F (stereo not drawn)	2	-8	22	-10	-8	-9	-7	-10	-1
COc1ccc(CCC(=O)NCCOc2ccccc2Cl)cc1	6	-4	0	-6	9	-23	-2	-1	-2
Cc1ccc(C)c(N2CCN(C(=O)Nc3ccc4c(c3)N(C)C(=O)CS4)CC2)c1	-3	19	6	16	15	-5	20	1	2
CCOc1ccc(-c2cc(CCCC(=O)NCCC(C)C)no2)cc1	-2	-6	0	-10	10	4	30	3	-1
CC(NC(=O)C(CC(=O)OC(C)(C)C)NC(=O)OC(C)(C)C)C(N)=O (stereo not drawn)	-9	-9	2	-2	32	-10	4	-3	-4
CN(CC(=O)Nc1ccccc1Cl)C(=O)c1ccc(N2C(=O)CCC2=O)cc1	-2	1	-1	6	5	4	3	-2	2
Cc1ccc(NC(=S)N(CCN(C)C)Cc2cc3cc(C)ccc3[nH]c2=O)cc1	-5	0	2	18	-27	4	8	0	0
COc1cc(NC(=O)c2cc(=O)[nH]c3ccc(S(=O)(=O)N4CCOCC4)cc23)cc(OC)c1	5	5	0	-1	0	-1	14	2	-3
O=C(COC(=O)c1ccccc1C(=O)c1ccc(Cl)c([N+](=O)[O-])c1)NC1CCCCCC1	-4	11	3	7	1	-16	-3	-4	-7
COc1cccc(CN2CC(C(=O)NCCn3cccn3)CCC2=O)c1 (stereo not drawn)	3	-3	0	2	11	4	3	1	10
COCC(C)NC(C(=O)Nc1cccc(C(C)=O)c1)c1ccccc1 (stereo not drawn)	8	-14	0	-15	24	-5	-4	11	-2
Cc1cc(C)nc(N2CCC(C(=O)N3CCN(c4cc(Cl)ccc4C)CC3)CC2)n1	-5	15	-3	3	-15	27	13	4	2
CC[C@]1(C(=O)OC)[C@H]2C(=O)N(C)C(=O)[C@H]2[C@H]2CN=C(SCc3ccc(C#N)cc3)N21	-2	17	-1	-2	16	x	x	-5	x
CCCCCc1nc(N)c(C#N)c(-c2ccco2)c1CCCC	4	19	-6	3	-493	-3	2	-4	-14
CCOc1nc(-c2ccccc2Cl)nc2ccccc12	-1	2	0	-11	12	-11	-1	-4	3
COc1cc(/C=N/n2c(C3CCCCC3)n[nH]c2=S)cc(Br)c1O	4	4	-51	24	-67	7	11	0	7
CC(C)CC1=NN(C(=O)c2cccnc2)C(O)(C(F)(F)F)C1 (stereo not drawn)	-15	-1	2	-1	11	1	13	9	-2
CN(C(=O)CNc1ccccc1Cl)C1CCS(=O)(=O)C1 (stereo not drawn)	-8	2	0	-8	12	-17	2	-7	-8
Cc1[nH]n(-c2ccccc2)c(=O)c1/C=N/N1C(=O)c2ccc3c4c(ccc(c24)C1=O)CC3	1	5	1	8	-1	7	-20	10	-6
O=C(CSc1ccccc1C(=O)O)NCc1ccccc1	-1	2	1	10	6	-4	-2	-5	-8
COc1ccccc1/C=C/CN1CCOCC1	-9	-27	3	-2	20	-6	-7	9	-4
Cc1cc(C)c(S(=O)(=O)N2CCOC2CNC(=O)C(=O)NCCCN2CCCC2=O)c(C)c1 (stereo not drawn)	7	11	0	-13	2	-7	-3	0	5
CCc1nnc(NC(=O)C2Cc3ccccc3CN2S(=O)(=O)c2ccc(C)cc2)s1 (stereo not drawn)	5	29	-5	-10	-10	-14	20	-4	-10
O=C(CCC(=O)Nc1ccccc1)NNS(=O)(=O)c1ccccc1[N+](=O)[O-]	-9	-2	1	-1	6	5	4	1	-1
COc1ccc(OC)c(-c2cc(C(=O)N3CCc4ccccc4C3)no2)c1	5	18	0	4	-282	17	7	6	-6
COc1ccc(S(=O)(=O)N2CCC(C(=O)NCc3ccco3)CC2)cc1C	-6	8	2	5	7	0	5	-5	-8
O=c1[nH]cnc2c1c(-c1ccccc1)cn2-c1ccc(F)cc1	-8	-47	-5	-4	10	5	-67	1	-9
COc1ccc(C(=O)Cc2cc(OC)c(OC)cc2C(=O)c2ccccc2F)cc1OC	-5	17	-1	-21	-77	-18	7	-3	-11

Assay outcomes from PubChem BioAssay.
